APEX1 inh – blocks human APE1 abasic DNA cleavage; P27695; recombinant APE1, TAMRA/BHQ-2 abasic DNA cleavage fluorescence; Potency, µM (highest dose often 65.8 µM), inactives show at the highest dose activity change, negative = inhibition, actives largely listed as inhibitors; 0.35% of 350,000 active;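 note: plate controls were vehicle for no effect and reference inhibitor for full effect; nearly all actives have a fitted effect of over 55% in size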
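Measures dequenching upon AP-site incision of a 5'-TAMRA/3'-BHQ-2 THF-containing duplex, 50 nM; human APE1 0.75 nM after 15 min room-temperature exposure to compound; kinetic three-point read at one-minute spacing.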
BAZ2B block – BAZ2B (human) inhibition; AlphaScreen BAZ2B-H3K14Ac peptide displacement; Potency, µM (series often up to 114 µM), for the others: at the top dose activity change, negative = inhibition, actives largely listed as inhibitors; 4.4% of 360,000 active; note: % is set by controls: 0 for no effect and ±100 for the full control effect; nearly all actives have a fitted effect of over 60% in size
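In this displacement format the biotinylated H3(5-23) peptide acetylated at Lys14 serves as ligand at 50 nM, with BAZ2B at 50 nM in PBS pH 7.4 containing 0.01% Tween-20. Donor and acceptor beads are 10 ug/mL final.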
G9a inh – blocks human histone lysine methyltransferase G9a. Q96KQ7. Potency, µM (series often up to 102 µM), for the others: at the highest dose activity, negative = inhibition, hits mostly inhibitors. 8.8% of 350,000 active. G9a H3K9 monomethylation, AlphaScreen, 2 h; note: % is set by controls: 0 for no effect and ±100 for the full control effect; nearly all actives have a fitted effect of over 75% in size
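Quantitative HTS format: methyltransferase activity on a biotin-tagged H3K9 peptide is measured by AlphaScreen, using a rabbit anti-monomethyl-H3K9 antibody with streptavidin donor and anti-IgG acceptor beads. Final levels are 20 nM enzyme, 500 nM peptide, 20 uM SAM; 2 h RT.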
BLM helicase inh – inhibitors of human Bloom syndrome helicase BLM | 0.2% of 350,000 active | AID 2528 | recombinant BLM DNA unwinding, fluorescence dequenching | P54132 | Potency, µM (highest dose often 56.1 µM), for the others: top-dose activity change, negative = inhibition, usual class: inhibitors;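 note: plate controls were vehicle for no effect and no enzyme for full effect; nearly all actives have a fitted effect of over 35% in size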
Target sequence (P54132 whole entry, looked up): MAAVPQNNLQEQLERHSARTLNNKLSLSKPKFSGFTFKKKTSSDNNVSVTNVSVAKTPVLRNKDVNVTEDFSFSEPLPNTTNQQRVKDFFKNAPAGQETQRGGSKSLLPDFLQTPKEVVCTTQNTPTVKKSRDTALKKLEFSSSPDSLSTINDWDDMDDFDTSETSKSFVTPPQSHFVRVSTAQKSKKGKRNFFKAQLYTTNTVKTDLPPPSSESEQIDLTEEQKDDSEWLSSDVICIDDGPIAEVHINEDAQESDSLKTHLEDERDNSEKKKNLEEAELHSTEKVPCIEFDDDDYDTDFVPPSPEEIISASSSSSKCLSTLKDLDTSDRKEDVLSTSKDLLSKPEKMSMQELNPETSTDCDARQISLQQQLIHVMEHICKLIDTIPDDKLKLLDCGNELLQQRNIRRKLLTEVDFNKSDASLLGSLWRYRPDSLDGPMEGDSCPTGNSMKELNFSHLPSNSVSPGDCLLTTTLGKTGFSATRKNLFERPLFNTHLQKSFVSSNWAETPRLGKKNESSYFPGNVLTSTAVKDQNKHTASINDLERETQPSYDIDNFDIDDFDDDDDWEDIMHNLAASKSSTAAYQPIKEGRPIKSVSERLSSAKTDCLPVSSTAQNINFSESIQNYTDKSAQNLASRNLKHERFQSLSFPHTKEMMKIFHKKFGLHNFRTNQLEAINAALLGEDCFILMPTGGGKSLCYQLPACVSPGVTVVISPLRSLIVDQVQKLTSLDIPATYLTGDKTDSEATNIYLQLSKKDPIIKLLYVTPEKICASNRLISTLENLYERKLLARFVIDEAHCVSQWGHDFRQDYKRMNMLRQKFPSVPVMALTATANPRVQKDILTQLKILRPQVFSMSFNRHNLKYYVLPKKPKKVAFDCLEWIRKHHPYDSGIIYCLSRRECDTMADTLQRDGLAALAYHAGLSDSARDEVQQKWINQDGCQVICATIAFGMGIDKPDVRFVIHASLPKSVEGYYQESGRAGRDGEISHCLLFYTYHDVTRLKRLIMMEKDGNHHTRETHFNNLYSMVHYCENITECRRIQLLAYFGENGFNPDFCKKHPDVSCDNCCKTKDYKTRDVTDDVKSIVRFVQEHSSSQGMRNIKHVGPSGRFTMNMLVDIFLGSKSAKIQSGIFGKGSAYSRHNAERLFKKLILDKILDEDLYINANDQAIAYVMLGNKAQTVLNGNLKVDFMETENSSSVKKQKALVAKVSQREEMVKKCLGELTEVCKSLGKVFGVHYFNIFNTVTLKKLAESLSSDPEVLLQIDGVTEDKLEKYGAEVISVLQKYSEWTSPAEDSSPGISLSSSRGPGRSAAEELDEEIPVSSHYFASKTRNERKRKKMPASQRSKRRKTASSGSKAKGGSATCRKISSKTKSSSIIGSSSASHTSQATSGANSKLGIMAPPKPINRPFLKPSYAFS
Pol iota inh – inhibitors of human DNA polymerase iota | Q9UNA4 | Pol iota fluorescent replication assay, 10 min | Potency, µM (series often up to 115 µM), for the others: at the highest dose activity, negative = inhibition, hits mostly inhibitors | 1% of 390,000 active | AID 588590
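Pol iota at 10 nM preincubated 15 min with compounds at room temperature; reaction started with fluorescent substrate, 50 nM final. Fluorescence read kinetically at 0 and 10 min; buffer-only wells as negative control.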
Pol eta inh – DNA polymerase eta (human) inhibition; Q9Y253; recombinant Pol eta, fluorescent DNA replication assay; Potency, µM (titrated, usually from 114 µM), for inactives: at the top dose activity change, negative = inhibition, hits mostly inhibitors; 1.2% of 390,000 active; note: % is set by controls: 0 for no effect and ±100 for the full control effect
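Fluorescent replication assay: 50 nM final substrate added after a 15 min room-temperature compound preincubation with 10 nM enzyme. Signal taken at 0 min and again at 10 min.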
POLB inh – DNA polymerase beta (human) inhibition. 1.3% of 340,000 active. P06746. Pol beta primer extension/strand displacement, fluorescence kinetic. Potency, µM (doses to about 114 µM), for inactives: at the top dose activity change, negative = inhibition, usual class: inhibitors; note: % is set by controls: 0 for no effect and ±100 for the full control effect
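Reaction started by 50 nM substrate onto compound-treated Pol beta (10 nM, 15 min preincubation, room temperature); plates read at 0 min and 10 min. Normalized concentration-effect data fitted by four-parameter Hill equation.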
Apoferritin bind – binds horse apoferritin like a general anesthetic; P02791; apoferritin/1-aminoanthracene competitive binding, fluorescence; Potency, µM (highest dose often 77.5 µM), for the others: at the highest dose activity change, negative = displacement, hits mostly inhibitors; 0.074% of 350,000 active; AID 485281; note: % is set by controls: 0 for no effect and ±100 for the full control effect; nearly all actives have a fitted effect of over 20% in size
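Concentration-response curves derived by four-parameter Hill fitting of normalized fluorescence, where compounds displaced 1-AMA from 10 uM horse apoferritin following a brief 10 min room-temperature incubation; propofol titration acted as positive control.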
Pol kappa inh – DNA polymerase kappa (human) inhibition; Q9UBT6; purified Pol kappa, fluorescent DNA synthesis assay, 10 min; Potency, µM (highest dose often 107 µM), for inactives: at the top dose activity, negative = inhibition, most hits filed as inhibitors; 0.53% of 400,000 active; AID 588579; note: % is set by controls: 0 for no effect and ±100 for the full control effect
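First, compounds were pin-transferred onto 10 nM Pol kappa. After 15 min at room temperature, substrate was added to 50 nM final. Fluorescence was then measured kinetically at 0 and 10 min.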
* = called active by the depositor; ? = inconclusive; · = not tested or not shown; & = joins results of further samples; ! = not confirmed by another sample; [ ] = dose if it differs, or a comment. Calls come from the whole dose curve; as a rule, active = well fitted curve in the direction sought with a large enough effect; inconclusive = small, poorly fitted or top-dose-only effect, or another doubt; inactive = no such curve, though single readings can be large; an effect the other way counts as inactive or inconclusive. Potency is the fitted concentration of half-maximal effect. An excerpt; the hit share may differ from the screen's.

Results follow in this order: APEX1 inh	BAZ2B block	G9a inh	BLM helicase inh	Pol iota inh	Pol eta inh	POLB inh	Apoferritin bind	Pol kappa inh
O=C1NC(=S)NC(=O)C1C1CCCCC1
→ -9%	-8%	?	-1%	9%	-2%	-2%	-2%	-2%
C=CC[n+]1c(-c2ccc(C)cc2)csc1Nc1c(C)n(C)n(-c2ccccc2)c1=O
→ -1%	?	18µM*	-4%	36%[activator]	-10%	1%	-6%	2%
CNC(=O)NC(O)C(Cl)(Cl)Cl (configuration not stated)
→ -14%	-3%	-8%&-26%[12.7 µM]	-2%&1%	5%	1%	-1%	-6%	-4%
CC(C)c1ccc(O)c(CN2CCN(c3ccccc3)CC2)c1
→ -2%	-4%	2%	-4%	27%	6%	22%	-10%	0%
COc1cc(C)c(CN2CC=C(c3ccc(F)cc3)CC2)cc1C
→ -8%	-6%	·	-6%	217%[activator]	-21%	10%	-3%	-5%
COC(=O)C1=C(c2ccc(Cl)c(C(F)(F)F)c2)C[C@@H]2CC[C@H]1N2C(=O)N1CCC(C)CC1
→ ?	47%[activator]	97%[activator][2.33 µM]	·	27%	-15%	·	·	-25%
O=P(O)(CCc1ccccn1)CN1CCCCC1
→ -4%	9%	?	2%	-14%	9%	15%	-7%	-7%
O=C(CN1CCCCC1)c1ccc(F)cc1
→ 6%	-3%	?	-1%	18%	-11%	-7%	2%	3%
Cc1ccc2c(c1)CC1(CN2C)C(=O)NC(=O)N(c2cc(C)ccc2C)C1=O (configuration not stated)
→ -1%	3%	5.6µM*	-3%	-11%	-14%	5%	-9%	-7%
COC(=O)C[C@@](O)(CCC(C)(C)O)C(=O)O[C@@H]1C(OC)=C[C@]23CCCN2CCc2cc4c(cc2[C@@H]13)OCO4
→ 0%	·	·	-1%	·	·	·	-5%	13%[60.1 µM]
CCCOP(=O)(O)c1c([N+](=O)[O-])cc(C(F)(F)F)cc1[N+](=O)[O-] (tested in a mixture with another compound)
→ -1%	-36%	-9%[12.7 µM]	-2%	11%	7%	1%	-14%	-7%
O=C(Nc1ccc2c(c1)OCCO2)c1cccn(Cc2cccc([N+](=O)[O-])c2)c1=O
→ ·	-25%	?	-4%	3%	-12%	-21%	?	-3%[60.1 µM]
OCC1(CO)COC(c2cccnc2)N1 (configuration not stated)
→ -2%	7%	10%	-6%	5%	-12%	9%	-6%	-2%
CC(C)n1c(/C=C/[C@H](O)C[C@H](O)CC(=O)O)c(-c2ccc(F)cc2)c2ccccc21
→ -4%	-3%	?	-10%	23%	-9%	·	·	8%
O=C(c1ccc(Cl)cc1)N1CCC2(CC1)OCCO2
→ 0%	4%	·	5%	43%[activator]	-23%	15%	2%	-11%
c1ccc2sc(NC3=NCCN3)nc2c1
→ 15%	-4%	20%	-11%	30%[activator]	-28%	64%	-8%	-15%
Cc1ccc(-n2c(C)cc(/C=C3/C(=O)NC(=O)N(Cc4ccco4)C3=O)c2C)cc1
→ ?	35µM*	?	-15%	20µM*	50µM*	?	-2%	?
O=C(COc1ccccc1)N1CCN(CCN2C(=O)c3cccc4cccc(c34)C2=O)CC1
→ 20%	-7%	-39%	0%	20%	6%	0%	-5%	-16%
CC1N(O)C2CCCCCC2N1O (configuration not stated)
→ -1%	?	?	1%	14%	2%	2%	-4%	-4%
O=c1cc(C(F)(F)F)c2cc3c4c(c2o1)CCCN4CCC3
→ 6%	102%[activator]	159%[activator]	-6%	5%	-10%	-15%	52%[activator]	-4%
Cc1ccc(C)c(N2CCN(C(=O)c3cccn4c(=O)c5ccccc5nc34)CC2)c1
→ ·	7%	32%[activator][59 µM]	-2%	34%[activator]	-8%	2%	-12%	-5%[60.1 µM]
C=CCN1CCc2cccc3c2C1Cc1ccc(O)c(O)c1-3 (configuration not stated)
→ ?	·	0.35µM*	·	-12%[58.9 µM]	-5%[57.1 µM]	8%[57.1 µM]	-16%	4%[19.4 µM]
COc1ccc(N2C(=O)/C(=C/c3ccco3)C(=O)NC2=S)cc1
→ 0.67µM*	3.5µM*	?	13µM*	4.5µM*	1.1µM*	2.8µM*	-3%	4.5µM*
O=c1[nH]c2c(s1)C(c1cccnc1)C1C3CCC(C3)C1S2 (configuration not stated)
→ 18%	?	·	0%	2%	-4%	33%	-1%	-11%
CC[N+]12CCC(CC1)C(C(O)(c1ccccc1)c1ccccc1)C2 (configuration not stated)
→ 20%	-1%	24%[12.7 µM]	1%	4%	7%	19%	-2%	-3%
COc1ccc(CC(C)NC2CCCCCC2)cc1 (configuration not stated)
→ 26%	-7%	-25%	1%	31%[activator]	-9%	-10%	-4%	-8%
Cc1cc(C(=O)O)oc(=O)c1
→ 1%	-12%	?	-7%	35%[activator]	4%	-14%	24%	-17%
O=C(N/N=C\c1ccc(COc2ccc([N+](=O)[O-])cc2)o1)c1cccc(Cl)c1
→ -7%	-31%	-22%[12.7 µM]	-5%	20%	-4%	?	?	-16%
CCCCSc1nc2c(cnn2-c2ccccc2)c(=O)n1N
→ -7%	-2%	66%[activator]	-3%	8%	-7%	2%	-21%	-3%
COc1ccc(N2C(=O)NC(=O)/C(=C/c3cccc(OC(=O)c4cccs4)c3)C2=O)cc1Cl
→ -4%	79µM*	10µM*	-1%	-17%	-12%	-10%	?	0%
COc1ccc(C(=O)C2CCCN(Cc3cccc(C)n3)C2)c(OC)c1 (configuration not stated)
→ -1%	-8%	·	-1%	33%[activator]	-9%	-3%	-8%	7%
Cc1ccc2cccc(OC(=O)N3CCCC3)c2n1
→ -3%	-4%	4%[12.7 µM]	-1%	6%	-7%	10%	-4%	-1%
CCCCn1c(=O)c(C(=O)Nc2ccsc2C(=O)OC)c(O)c2ccccc21
→ 2%	5%	34%[59 µM]	-9%	5%	-1%	2%	-2%	-13%
CCCN1CCC[C@@H]2Cc3[nH]ncc3C[C@H]21
→ -2%	·	25µM*!	4%	?	-4%	·	-6%[29.3 µM]	-8%[60.1 µM]
Cc1c(CC(=O)N2C[C@H]3C[C@@H](C2)c2cccc(=O)n2C3)c(=O)oc2cc(O)c(Cl)cc12
→ 3%	-8%	17%[12.7 µM]	1%	-18%	-1%	-25%	673%[activator]	-25%
COC(=O)C1=C(c2ccc(F)cc2OCc2ccccc2)C[C@@H]2CC[C@H]1N2C
→ 6%	1%	-4%[2.33 µM]	·	44%[activator]	-19%	·	·	-18%
CC(=NCCC1=CCCCC1)c1c(O)[nH]c(=O)[nH]c1=O
→ 2%	-1%	9%	-6%	11%	-14%	16%	-18%	-9%
COc1ccc(CN2CCN(Cc3ccccc3F)CC2)cc1
→ ?	18µM*	4µM*	-1%	132%[activator]	-13%	-11%	-1%	-4%
CCC(C)N1C(=O)NC(=O)C2(Cc3cc(C)ccc3N(C)C2)C1=O (configuration not stated)
→ 11%	·	?	1%	9%	-1%	21%	-11%	0%
O=C(/C=C/c1ccccc1)C1C(=O)c2ccccc2C1=O
→ 0%	10%	-5%[59 µM]	6%	13%	-11%	38%	-3%	-5%
Cc1nnc(NCc2ccccc2)c2c1nnn2Cc1ccc(F)cc1
→ ·	0%	2%[59 µM]	-3%	52%[activator]	-11%	3%	?	-19%
O=C1NC(=O)C(=Cc2ccccc2OCCOc2ccc([N+](=O)[O-])cc2)C(=O)N1
→ 13%	?	16µM*	-10%	?	?	21%	?	-5%
Cc1ccc(C2CC3CCC(C2)N3Cc2ccccc2F)cc1 (configuration not stated)
→ 3%	12%	·	3%	59%[activator]	-3%	22%	-10%	-10%
COc1cccc(/C=C2\N=C(c3cncc(Br)c3)OC2=O)c1
→ 5%	4%	5%[59 µM]	-13%	17%	-23%	-8%	12%	7%
COc1ccc2[nH]cc(CCNCc3cccnc3)c2c1
→ 4%	?	·	-3%	6%	-1%	-17%	2%	0%
O=C(Cc1ccccc1)OCC(=O)c1ccccc1
→ 0%	7%	·	-2%	0%	-10%	-18%	?	-1%
CC(Cc1ccccc1)NC(=O)NC(C)Cc1ccccc1 (configuration not stated)
→ 2%	-5%	-2%[12.7 µM]	-2%	-8%	-16%	-2%	-7%	0%
CC(=O)Nc1ccccc1C(=O)OCC(=O)c1cccc2ccccc12
→ 8%	2%	3%[59 µM]	-13%	-4%	-5%	23%	?	-8%
CC1CC[C@@]2(OC1)OC1C(O)C3C4CC[C@H]5CC(O[C@@H]6O[C@@H](CO)[C@H](OC7OC(CO)C(O)C(OC8OCC(O)C(O)[C@H]8O)[C@@H]7O[C@@H]7OC(CO)[C@H](O)[C@@H](O[C@@H]8OC(CO)C(O)C(O)C8O)C7O)C(O)C6O)C(O)C[C@]5(C)C4CC[C@]3(C)C1C2C (some centres not stated)
→ 14%	·	5%[2.33 µM]	-10%	·	·	·	-10%	-8%[60.1 µM]
O=C(CCNC(=O)N1C[C@H]2C[C@@H](C1)c1cccc(=O)n1C2)Nc1cccc(Cl)c1
→ 19%	7%	?	0%	9%	8%	7%	-6%	0%
COc1ccc(C(=O)Nc2ccc(Cl)cc2C(=O)c2ccccc2)c(OC)c1
→ ·	-5%	-9%[59 µM]	-8%	11%	-3%	26%	?	4%

Five of these compounds, reformatted:
Compound | APEX1 inh | BAZ2B block | G9a inh | BLM helicase inh | Pol iota inh | Pol eta inh | POLB inh | Apoferritin bind | Pol kappa inh
CC(Cc1ccccc1)NC(=O)NC(C)Cc1ccccc1 (configuration not stated) | 2% | -5% | -2%[12.7 µM] | -2% | -8% | -16% | -2% | -7% | 0%
CC(=O)Nc1ccccc1C(=O)OCC(=O)c1cccc2ccccc12 | 8% | 2% | 3%[59 µM] | -13% | -4% | -5% | 23% | ? | -8%
CC1CC[C@@]2(OC1)OC1C(O)C3C4CC[C@H]5CC(O[C@@H]6O[C@@H](CO)[C@H](OC7OC(CO)C(O)C(OC8OCC(O)C(O)[C@H]8O)[C@@H]7O[C@@H]7OC(CO)[C@H](O)[C@@H](O[C@@H]8OC(CO)C(O)C(O)C8O)C7O)C(O)C6O)C(O)C[C@]5(C)C4CC[C@]3(C)C1C2C (some centres not stated) | 14% | · | 5%[2.33 µM] | -10% | · | · | · | -10% | -8%[60.1 µM]
O=C(CCNC(=O)N1C[C@H]2C[C@@H](C1)c1cccc(=O)n1C2)Nc1cccc(Cl)c1 | 19% | 7% | ? | 0% | 9% | 8% | 7% | -6% | 0%
COc1ccc(C(=O)Nc2ccc(Cl)cc2C(=O)c2ccccc2)c(OC)c1 | · | -5% | -9%[59 µM] | -8% | 11% | -3% | 26% | ? | 4%

Screening results: PubChem, National Center for Advancing Translational Sciences (NCATS)
